DRD3 agonist = activates the human D3 dopamine receptor; D3R DiscoveRx beta-arrestin cells, luminescence, 90 min; 410,000 compounds, 0.58% hits; P35462; AID 652048; max activation, %; in the data active = max activation above about 30%; also: 0% is about no effect; mostly tested at two doses, the higher about 12 µM
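Cells at 1500/well, incubated overnight, then treated with pinned compounds (dopamine as control) for 90 min at 37 degrees C. DiscoveRx reagent added for 30 - 60 minutes at room temperature; luminescence read.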
GLP-1R inv ag = GLP-1 receptor (human) inverse agonism. Potency, µM (series often up to 38.3 µM), for inactives: top-dose activity change, negative = inhibition, actives largely listed as inhibitors. 410,000 compounds, 1.6% hits. HEK293 GLP-1R CRE-luciferase, luminescence, 24 h; GLP-1R form is constitutively active. P43220; also: potency is read from the fitted curve at half-maximal effect; % is scaled to controls: 0 for no effect and ±100 for the full control effect; nearly all actives have a fitted effect of over 55% in size
Target sequence (P43220 whole entry, looked up): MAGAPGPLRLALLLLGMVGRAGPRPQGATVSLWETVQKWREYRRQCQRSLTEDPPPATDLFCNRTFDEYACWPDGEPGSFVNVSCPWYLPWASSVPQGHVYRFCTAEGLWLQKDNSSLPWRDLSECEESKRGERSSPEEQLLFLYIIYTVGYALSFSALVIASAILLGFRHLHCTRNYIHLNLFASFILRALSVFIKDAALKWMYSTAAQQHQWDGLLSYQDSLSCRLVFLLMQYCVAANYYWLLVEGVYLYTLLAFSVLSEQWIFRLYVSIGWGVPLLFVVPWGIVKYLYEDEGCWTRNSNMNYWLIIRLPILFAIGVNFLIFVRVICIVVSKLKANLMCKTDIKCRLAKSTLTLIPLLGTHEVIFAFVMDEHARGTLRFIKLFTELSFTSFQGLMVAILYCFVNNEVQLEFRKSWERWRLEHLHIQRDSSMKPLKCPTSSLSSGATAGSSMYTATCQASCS
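Constitutively active GLP-1R drives a cAMP-responsive luciferase in stably transfected HEK293 cells; test compounds are added after overnight (12 h) attachment and left 24 hr, and signal loss in luminescence marks inhibition.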
GLP1R cytotox = cytotoxicity counter-screen for GLP-1 receptor inverse agonists; HEK293 cAMP-luciferase reporter cells, luminescence, 24 h; Potency, µM (top dose mostly 38.3 µM), without a hit: at the highest dose activity change, negative = inhibition, actives largely listed as inhibitors; AID 624418; 410,000 compounds, 0.13% hits;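 also: loss of luciferase light is scored as toxicity; potency is read from the fitted curve at half-maximal effect; % is scaled to controls: 0 for no effect and ±100 for the full control effect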
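MLSMR compounds, 24 hr on cells at 37 deg C/5% CO2; luminescence after luciferase reagent (12 min RT). Inhibition counted as the undesired cytotoxic outcome.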
PI5P4K alpha inh = PI5P4K alpha (human) kinase inhibition | P48426 | PI5P4Kalpha enzyme, ADP-Glo luminescence, 60 min; active compounds read low | max response, % | 330,000 compounds, 1.2% hits | AID 652105; active = max response of -50% or lower; inconclusive = between -30% and -50%; inactive = -30% or higher; also: value at the top dose of about 77 µM; % is scaled to controls: 0 for no effect and ±100 for the full control effect
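Controls without substrate or without enzyme flank wells where PI5P4Kalpha converts substrate using 5 microM ATP (final). Incubation lasts 60 minutes at room temperature; ADP formed is read by ADP-Glo luminescence.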
DRD3 antagonist = D3 dopamine receptor (human) antagonism. P35462. D3R cells, DiscoveRx beta-arrestin luminescence, antagonist mode; active compounds read low. max response, negative = inhibition, %. 360,000 compounds, 2.5% hits; in the data active = max response below about -50%; inconclusive = no clear call, values can overlap the other calls; also: % is scaled to controls: 0 for no effect and ±100 for the full control effect; mostly tested at two doses, the higher about 12 µM
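Cells plated overnight at 1500 cells/well, then exposed to library compounds with dopamine controls for 90 minutes at 37 degrees C. DiscoveRx reagent added for 30–60 minutes at room temperature; luminescence read, quantitative HTS format.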
PLK1 PBD block = blocks phosphopeptide binding to human PLK1 polo-box domain; Plk1 PBD binding of FITC phosphopeptide, fluorescence polarization; 360,000 compounds, 2.8% hits; AID 720504; Potency, µM, for the others: max response, negative = inhibition, usual class: inhibitors; also: potency is read from the fitted curve at half-maximal effect; series mostly up to about 57 µM; % is scaled to controls: 0 for no effect and ±100 for the full control effect; nearly all actives have a fitted effect of over 65% in size
Target sequence (P53350 whole entry, looked up, the tested form may be a part): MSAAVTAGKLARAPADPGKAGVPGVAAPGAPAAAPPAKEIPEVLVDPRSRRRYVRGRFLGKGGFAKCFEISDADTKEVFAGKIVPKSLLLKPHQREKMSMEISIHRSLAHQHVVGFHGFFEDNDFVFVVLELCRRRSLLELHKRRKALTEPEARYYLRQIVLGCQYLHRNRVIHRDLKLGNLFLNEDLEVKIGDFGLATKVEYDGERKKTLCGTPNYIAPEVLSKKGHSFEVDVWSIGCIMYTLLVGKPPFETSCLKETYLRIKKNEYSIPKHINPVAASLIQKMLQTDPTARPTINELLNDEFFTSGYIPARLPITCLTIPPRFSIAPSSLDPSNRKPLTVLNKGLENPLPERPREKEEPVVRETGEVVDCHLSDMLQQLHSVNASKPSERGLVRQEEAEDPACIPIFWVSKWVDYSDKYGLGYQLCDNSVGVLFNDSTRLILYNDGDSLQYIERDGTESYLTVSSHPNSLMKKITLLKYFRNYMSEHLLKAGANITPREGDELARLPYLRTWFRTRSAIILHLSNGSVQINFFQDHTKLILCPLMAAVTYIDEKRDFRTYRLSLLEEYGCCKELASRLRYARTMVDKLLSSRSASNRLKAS
GLP1R ag = GLP-1 receptor (human) agonism | P43220 | HEK293 GLP-1R CRE-luciferase, luminescence, 4-6 h; cells express a hypersensitive GLP-1R form | Potency, µM (titrated, usually from 45.6 µM), without a hit: at the top dose activation, actives largely listed as activators | 380,000 compounds, 0.007% hits | AID 624172; also: potency is read from the fitted curve at half-maximal effect; % of control where 0% means no effect
IL-2 act = IL-2 activation. activation, % (series mostly up to about 46 µM). IL-2 activation reporter assay, cell-based qHTS; stimulated with anti-CD3/CD4/CD28 beads; in transgenic mouse T cells. AID 652025. 360,000 compounds, 0.065% hits; in the data active = activation above about 50%; inconclusive = mostly about 30% to 49%; also: 0% is about no effect
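Unstimulated transgenic mouse T cells preincubated 60 min with compound, then stimulated with anti-CD3/anti-CD4-coated beads plus anti-CD28 for 18 h at 37 degrees C. IL-2 response read as EGFP and DsRed fluorescence by plate cytometry.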
WRN inhibitor = blocks human WRN helicase; Q14191; WRN helicase unwinding, fluorescent forked duplex, kinetic; Potency, µM (top dose mostly 114 µM), inactives show top-dose activity change, negative = inhibition, usual class: inhibitors; 360,000 compounds, 0.46% hits; AID 651768; also: potency is read from the fitted curve at half-maximal effect; % is scaled to controls: 0 for no effect and ±100 for the full control effect; nearly all actives have a fitted effect of over 55% in size
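WRN at 20 nM final was preincubated with compound for 15 min at room temperature; reaction started with 100 nM forked duplex oligonucleotide carrying fluorophore and quencher plus 2 mM ATP (final). Unwinding followed kinetically by red fluorescence (ex 525/em 598 nm).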
Numbers without * were called inactive; ? = inconclusive; . = not tested or not shown; [ ] = remark or other dose. Unless noted, calls follow the shape of the dose curve; as a rule, active = well fitted curve in the direction sought with a large enough effect; inconclusive = small, poorly fitted or top-dose-only effect, or another doubt; inactive = no such curve, though single readings can be large; an effect the other way counts as inactive or inconclusive.

1) S=c1nc[nH]c2c1ncn2C1CCCC1
2) O=C(NCCc1ccccn1)c1ccc(S(=O)(=O)N2CCCCCC2)cc1
3) CN(CC(=O)Nc1ccccc1Br)C(=O)CN(C)C1CCCCC1
4) Cc1ccc(Nc2ncc(C(=O)Nc3ccc(F)cc3F)c3ccccc23)cc1Cl
5) CC1(C(=O)O)Oc2cccnc2NC1=O (stereo unspecified)
6) COc1ccc(/C=C2\SC(=S)N(N3C(=O)CCC3=O)C2=O)cc1O
7) COc1ccccc1CNC(=O)C1CCN(S(=O)(=O)c2ccc3c(c2)OCCO3)CC1
8) C=CCn1c(=NC(=O)c2sc3ccccc3c2Cl)sc2cc(S(N)(=O)=O)ccc21

assay / entry	1	2	3	4	5	6	7	8
DRD3 agonist	0.0	-6.7	-13.7	7.1	14.5	5.7	1.6	8.4
GLP-1R inv ag	16.3%	0.0%	-17.2%	-18.8%	0.2%	8.7%	11.3%	10.8%
GLP1R cytotox	-11.3%	-0.5%	-14.5%	0.3%	-14.6%	-6.4%	-15.0%	3.6%[1.53 µM]
PI5P4K alpha inh	-7.6	-9.1	0.7	.	-3.0	?	10.5	1.5
DRD3 antagonist	11.7	-22.9	-9.9	.	12.7	12.3	8.5	2.8
PLK1 PBD block	-2.1%	-8.3%	2.4%	.	?	-14.1%	-17.1%	2.2%
GLP1R ag	-6.7%	-7.2%	-7.5%	-0.5%	0.6%	-1.0%	1.3%	-7.7%
IL-2 act	-2.6	-3.6	0.8	.	0.5	0.5	-0.3	1.1
WRN inhibitor	1.2%	5.3%	11.7%	.	6.1%	-30.5%	4.4%	-33.0%[57.1 µM]

9) C=CCNC(=O)c1ccc(S(=O)(=O)CC)c(Cl)c1Cl
10) Cc1nnsc1S(=O)c1ccccc1Cl (stereo unspecified)
11) COc1ccc(S(=O)(=O)N(CC(=O)N2CCc3ccccc3C2)c2ccc(C)cc2)cc1
12) Cc1cc(S(=O)(=O)N2CCOCC2)ccc1OCC(=O)Nc1ccc(Br)cc1F
13) COC(=O)C(C(C)C)N(Cc1cc(OC)cc(OC)c1)S(=O)(=O)CCl (stereo unspecified)
14) Cc1cccc(/C=N\NC(=O)c2sccc2-n2cccc2)c1
15) Cc1ccccc1NC(=O)CSc1nnc(NC(=O)c2ccco2)s1
16) Clc1cc(Br)ccc1OCCn1ccnc1

assay / entry	9	10	11	12	13	14	15	16
DRD3 agonist	3.4	1.3	-2.3	1.5	25.1	-12.5	2.3	0.0
GLP-1R inv ag	3.8%	28.7%	?	-4.6%	?	-17.9%	14.1%	0.0%
GLP1R cytotox	-2.3%	0.7%	-1.9%	-0.6%	-3.6%	4.5%	3.7%	1.8%
PI5P4K alpha inh	-1.1	-1.6	.	4.7	-5.1	-5.2	-13.9	.
DRD3 antagonist	6.7	2.6	.	-12.1	0.0	-22.9	-7.6	?
PLK1 PBD block	2.8%	-11.4%	.	3.7%	0.4%	-6.7%	-3.5%	-5.4%
GLP1R ag	-2.7%	15.0%	-8.5%	0.1%	1.3%	8.0%	-1.0%	-1.1%
IL-2 act	-0.5	-0.2	.	4.5	-0.9	0.1	-2.9	1.1
WRN inhibitor	-7.6%	14.9%	.	-2.8%	-1.7%	-1.7%	-29.2%	5.2%

17) CCCCN1C2=NCCCN2c2ccccc21
18) Cc1ccc(NC(=O)CSc2nnc(-c3cnccn3)n2Cc2ccco2)cc1
19) O=C(NC1CCC(O)CC1)c1cc(Cl)c2c(c1)OCCO2 (stereo unspecified)
20) CC(Sc1nc2nn(-c3ccccc3)c(=O)c-2c2n1CCCCC2)C(N)=O (stereo unspecified)
21) Cc1ccc([C@H]2C[C@@H](O)[C@H](n3cc(COC(=O)c4ccccc4)nn3)CN2Cc2cccs2)cc1
22) C[C@@H]1CN([C@H](C)CO)C(=O)CCCn2nncc2CO[C@@H]1CN(C)S(=O)(=O)c1ccc(Oc2ccccc2)cc1
23) N#Cc1c(-c2ccco2)cc(C2CC2)nc1N
24) CC(C)(C)OC(=O)NCCCC[C@H](NC(=O)c1nc[nH]c1C(=O)NCc1ccc(CNC(=O)OC(C)(C)C)cc1)C(=O)OC(C)(C)C

assay / entry	17	18	19	20	21	22	23	24
DRD3 agonist	-8.9	-1.3	-1.8	5.6	-7.3	4.5	-3.4	3.6
GLP-1R inv ag	5.4%	0.1%	-3.1%	29.7%	4.5%	10.2%	102.7%[activator]	?
GLP1R cytotox	-10.6%	-3.6%	-0.2%	-4.6%	1.5%	-2.8%	2.2%	-8.9%
PI5P4K alpha inh	.	.	2.3	-7.4	4.1	2.2	.	7.0
DRD3 antagonist	?	-9.2	11.3	4.4	-16.4	-5.4	-7.8	5.9
PLK1 PBD block	-2.1%	1.0%	2.7%	-11.3%	1.7%	-5.0%	-6.5%	1.5%
GLP1R ag	-5.3%	7.6%	-0.2%	-16.1%	6.1%	-1.8%	?	6.8%
IL-2 act	0.5	-0.5	1.2	1.2	-0.7	-1.2	-3.8	-3.7
WRN inhibitor	-2.9%	-11.6%	-22.5%	-3.7%	-8.5%	0.5%	-2.9%	-5.3%

Some entries already given, reduced to GLP1R ag.
No. | SMILES | GLP1R ag
9 | C=CCNC(=O)c1ccc(S(=O)(=O)CC)c(Cl)c1Cl | -2.7%
10 | Cc1nnsc1S(=O)c1ccccc1Cl (stereo unspecified) | 15.0%

Following part
25) CS(=O)(=O)N1N=C(c2ccc(Cl)cc2)CC1c1cccs1 (stereo unspecified)
26) CCOc1ncccc1C(=O)OCC(=O)c1cccs1
27) NC(=O)c1ccccc1NC(=O)c1ccc2c(c1)OCO2
28) Cc1[nH]nc(SCC(=O)N2CCCC2)c1[N+](=O)[O-]
29) CN(CC(=O)Nc1ccc(F)cc1)CC(=O)NC1CCCCC1
30) CCCCC(c1nnnn1CCOC)N1CCN(c2cccc(OC)c2)CC1 (stereo unspecified)
31) Cc1nc2ncnn2c(C)c1CCC(=O)N1CCN(c2ccccc2)CC1
32) CCn1c(COc2ccccc2C)nnc1SCC(=O)N1CCC(C)CC1

assay / entry	25	26	27	28	29	30	31	32
DRD3 agonist	1.1	-2.1	1.6	2.0	-4.6	0.0	-4.6	-8.9
GLP-1R inv ag	0.0%	3.4%	0.8%	-11.5%	-25.7%	-13.3%	11.2%	-18.7%
GLP1R cytotox	-20.5%	-1.5%	-0.5%	-4.5%	-5.0%	-10.2%	3.1%	0.2%
PI5P4K alpha inh	0.2	.	-2.3	2.1	10.1	2.5	.	.
DRD3 antagonist	-11.6	-7.7	4.5	-13.2	9.0	-12.8	.	10.8
PLK1 PBD block	1.1%	-0.9%	1.8%	-6.2%	0.1%	?	.	-1.2%
GLP1R ag	0.7%	0.1%	-5.6%	-5.0%	1.7%	-2.7%	-2.3%	8.8%
IL-2 act	1.6	-1.7	-2.1	-0.6	-1.0	-2.3	.	0.0
WRN inhibitor	0.2%	-5.0%	3.5%	5.5%	1.1%	0.2%	.	-8.3%

33) Cc1ccc(Nc2ncc3c(n2)CC(C)(C)CC3=O)cc1
34) Cc1ccc(C(=O)Nc2nccs2)cc1
35) O=c1cc(-c2ccccc2)cc(-c2ccccc2)n1CCO
36) Fc1cccc(Cl)c1Cn1nnc(-c2ccc(N3CCOCC3)cc2)n1
37) O=C(NNc1cc(Br)c(O)c(Br)c1)c1ccccc1
38) CCC1=Nc2cc(C(=O)NCCCOC(C)C)ccc2Sc2ccccc21
39) COc1ccc(NC(=O)CSc2nc3ccsc3c(=O)n2Cc2ccccn2)c(OC)c1
40) COc1ccc(N2CCN(C(=O)CSc3nc4cc(OC)c(OC)cc4cc3C#N)CC2)cc1

assay / entry	33	34	35	36	37	38	39	40
DRD3 agonist	-2.0	1.7	6.7	-5.8	-15.3	-3.0	1.8	-3.6
GLP-1R inv ag	?	-8.4%	9.4%	31.6%[activator]	-14.7%	0.0%	70.0%[activator]	78.1%[activator]
GLP1R cytotox	-6.7%	13.8%	4.3%	-12.0%	-0.2%	?	1.7%	-12.1%
PI5P4K alpha inh	-1.6	-8.5	1.6	0.8	-90.6*	.	2.3	-8.7
DRD3 antagonist	-5.5	4.8	0.0	-12.7	?	-10.4	2.2	-21.1
PLK1 PBD block	-6.2%	-4.7%	1.5%	-11.0%	-20.9%	-6.5%	-10.5%	?
GLP1R ag	3.0%	-0.1%	19.6%	-3.5%	1.3%	14.1%	13.6%	8.1%
IL-2 act	1.2	-0.7	0.4	-1.3	-6.2	-0.3	1.1	-0.2
WRN inhibitor	-14.9%	-0.1%	10.3%	1.1%	-30.1%[57.1 µM]	0.1%	-11.2%	-18.9%[11.6 µM]

41) Cc1ccc(NC(=O)CN2CCc3ccccc3C2)cc1C
42) CCCCC[n+]1ccn(C2=C([O-])c3ccccc3C(=O)/C2=N\S(=O)(=O)c2ccccc2)c1
43) COc1ccc2oc(=O)c(/C(C)=N/Nc3ccccc3)cc2c1
44) Cc1ccc(S(=O)(=O)N2CCN(C(=O)COC(=O)C3CC3C)CC2)c(C)c1 (stereo unspecified)
45) Cc1nc2ccccc2n1CC(=O)NCCN1CCOCC1
46) Cn1c(=O)c2sccc2n2c(CCCC(=O)N3CCCCC3)nnc12

assay / entry	41	42	43	44	45	46
DRD3 agonist	-16.5	-5.6	3.5	1.1	-7.2	0.2
GLP-1R inv ag	?	-16.2%	11.2%	-10.8%	54.4%[activator]	0.9%
GLP1R cytotox	2.2%	?	3.2%	-14.0%	21.2%	-24.3%
PI5P4K alpha inh	8.6	-0.4	-2.0	-4.6	.	1.1
DRD3 antagonist	?	?	18.8	1.7	15.5	-2.0
PLK1 PBD block	1.9%	0.4%	18.9µM*	-6.8%	-1.4%	3.3%
GLP1R ag	16.8%	-19.5%	-0.8%	28.1%	7.5%	6.5%
IL-2 act	0.3	-2.2	0.0	-0.5	-1.5	1.3
WRN inhibitor	-2.4%	-10.8%	-13.7%	-1.0%	-4.1%	-2.3%

Source: PubChem BioAssay (National Center for Advancing Translational Sciences (NCATS))
